zfTRPN1 agonist: activates the zebrafish TRPN1 channel; HEK293 zebrafish TRPN1-YFP, Fluo-8 calcium fluorescence; 100% = response to 87 µM carbachol; activation, % at 3 µM; hit rate 0.18% among 220,000; AID 1424;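 active = activation above its plate's cutoff, the mean activation of test wells on that plate plus 3 SD, cut at about 19% in these data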;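 note: 0% = DMSO alone and 100% = 87 µM carbachol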
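Material – zebrafish TRPN1-YFP in HEK293 cells · Doses – 3 µM single point · Schedule – dye 1 h 37 °C plus 30 min RT · Signal – Fluo-8 calcium fluorescence, excitation 470-495 nm, emission 515-575 nm · Read-out – % activation versus carbachol response · Control set – carbachol high, DMSO low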
EP2 mod: EP2 receptor (human) modulation; EP2-expressing cells, cAMP HTRF FRET, PGE2 co-stimulation; induction, % at 25 µM; hit rate 0.83% among 260,000; AID 940;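 active = compounds whose cAMP rise, as percent of the full-agonist control response, exceeds 60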;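 note: rat C6 glioma line stably carrying human EP2 under a CMV promoter; the protocol text gives 20 µM as final concentration; 100% = response of wells given 1 µM PGE2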
Target sequence (P43116 whole entry, looked up): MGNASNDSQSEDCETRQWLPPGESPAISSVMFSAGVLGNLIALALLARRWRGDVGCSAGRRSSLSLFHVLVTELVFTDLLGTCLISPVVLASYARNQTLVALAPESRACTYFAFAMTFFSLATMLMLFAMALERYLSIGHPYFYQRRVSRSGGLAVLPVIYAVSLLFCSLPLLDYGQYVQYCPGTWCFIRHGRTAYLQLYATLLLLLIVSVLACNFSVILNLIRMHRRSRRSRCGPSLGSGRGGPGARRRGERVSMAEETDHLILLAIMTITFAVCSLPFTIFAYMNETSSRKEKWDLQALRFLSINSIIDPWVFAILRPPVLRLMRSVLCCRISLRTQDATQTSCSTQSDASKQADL
PGE2 EP2 inh: EP2 receptor (human) inhibition; inhibition, % at 25 µM; C6 glioma cells expressing human EP2, cAMP TR-FRET; cells stimulated with saturating PGE2; P43116; hit rate 0.52% among 260,000;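 active = percent inhibition above 40 after rounding to a whole number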;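 note: rat C6 glioma host cells with rolipram phosphodiesterase inhibitor present; the protocol text gives 20 µM as final concentration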
NPY1 pot ag: potentiates or activates human NPY-Y1 receptor; hit rate 0.37% among 220,000; AID 1304; NPY-Y1 expressing cells, potentiator/agonist activation; activation, % at 3.6 µM; in the data active = activation above about 33%, passing the limit was not always enough;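 note: cells stimulated with NPY at EC10 then isoproterenol at EC100; 0% = low agonist plus stimulus and 100% = saturating agonist plus stimulus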
Target sequence (P25929 whole entry, looked up): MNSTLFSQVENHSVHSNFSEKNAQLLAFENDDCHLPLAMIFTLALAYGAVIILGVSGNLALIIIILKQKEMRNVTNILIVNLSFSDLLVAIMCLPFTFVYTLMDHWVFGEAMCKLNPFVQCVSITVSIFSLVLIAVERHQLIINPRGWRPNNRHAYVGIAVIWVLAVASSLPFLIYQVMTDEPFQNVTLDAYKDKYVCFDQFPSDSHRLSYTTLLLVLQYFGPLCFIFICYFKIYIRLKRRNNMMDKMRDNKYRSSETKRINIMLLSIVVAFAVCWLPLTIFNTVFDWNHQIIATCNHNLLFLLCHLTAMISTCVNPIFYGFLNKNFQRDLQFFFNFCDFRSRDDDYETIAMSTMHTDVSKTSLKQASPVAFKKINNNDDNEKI
PPC-1+TRAIL kill: compounds killing PPC-1 cancer cells with TRAIL present (potentiator screen, no TRAIL-free arm) | hit rate 0.41% among 220,000 | AID 1443 | PPC-1 cells + TRAIL, ATPLite viability luminescence | cell killing (% activity), % at 4 µM;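 active = cell killing above 50% in the first pass at 4 µM, then a duplicate retest at 5 µM averaging 50% or more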;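 note: plate controls were cells with TRAIL plus DMSO for no effect and medium-only wells lacking cells for full effect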
NPY-Y1 antag: NPY-Y1 (human) receptor antagonism. P25929. HEK293-CNG Y1 cells, membrane potential fluorescence; NPY at EC95, then isoproterenol. inhibition, % at 3.6 µM. hit rate 1% among 200,000;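 active = inhibition above the campaign mean inhibition of all tested compounds plus 3 SD, cut at about 20% in these data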;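 note: 0% = DMSO wells given NPY plus isoproterenol and 100% = isoproterenol alone without NPY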
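Material: HEK293 Y1/CNG channel cell line | Also added: NPY (25 nM), isoproterenol (1 µM), Ro 20-1724 (25 µM) | Compound: One concentration, 3.6 µM, in 0.4% DMSO | Schedule: 3 h dye uptake, 1 h room-temperature compound, 45 min post-isoproterenol | Signal: Membrane-potential fluorescent dye readout | Read-out: % inhibition of NPY effect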
TRPML3 agonist: human mucolipin-3 channel agonism. Q8TDD5. HEK293 TRPML3-YFP, Fluo-8 calcium fluorescence; 100% = the carbachol control signal. activation, % at 3 µM. hit rate 0.29% among 220,000;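 active = activation above its plate's cutoff, the mean activation of the plate's test wells plus 3 SD, cut at about 12% in these data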;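 note: 0% = DMSO only wells and 100% = carbachol wells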
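Test system: TRPML3-YFP stable HEK293 cells. Doses: single point at 3 µM. Incubation: dye loading 1 h 37 °C then 30 min ambient, 125 s read. Signal: Fluo-8 calcium dye fluorescence, ex 470-495, em 515-575 nm. Measure: percent activation from peak-to-basal fluorescence ratio, scaled between DMSO and carbachol.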
CHOP inhibitor: inhibitors of CHOP induction in ER stress response | CHO-K1 CHOP-promoter luciferase, tunicamycin-induced, 15-18 h | inhibition, % at 10 µM | hit rate 3.8% among 220,000 | AID 2732;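 active = compounds that reduced the stress-induced luciferase reporter signal by more than about 70% of percent inhibition, limit read from the data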;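 note: 0% = tunicamycin plus vehicle and 100% = wells without tunicamycin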
14-3-3 Bad PPI: disrupts binding of bovine 14-3-3 zeta to phospho-Bad peptide; inhibition, % at 21.7 µM; hit rate 0.71% among 220,000; P63103; TR-FRET 14-3-3zeta/Dy647-pBad peptide displacement, 1 h;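 active = inhibition above about 70%, limit read from the data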;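 note: 0% = full 14-3-3 plus peptide FRET controls and 100% = background without 14-3-3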
Target sequence (P63103 whole entry, looked up): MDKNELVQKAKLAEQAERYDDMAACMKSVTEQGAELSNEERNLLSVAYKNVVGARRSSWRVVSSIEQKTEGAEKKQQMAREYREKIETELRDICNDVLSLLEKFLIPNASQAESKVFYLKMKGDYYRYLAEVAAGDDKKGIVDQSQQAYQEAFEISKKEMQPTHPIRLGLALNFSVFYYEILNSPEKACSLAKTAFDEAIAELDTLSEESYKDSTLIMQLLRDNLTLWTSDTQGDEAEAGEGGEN
Numbers without * were called inactive; x = not tested or not shown; & = joins results of further samples; [ ] = remark or other dose. A portion of the library. The share of hits here may be higher or lower than overall.

SMILES	zfTRPN1 agonist	EP2 mod	PGE2 EP2 inh	NPY1 pot ag	PPC-1+TRAIL kill	NPY-Y1 antag	TRPML3 agonist	CHOP inhibitor	14-3-3 Bad PPI
CCCOc1ccc(C(=O)NCc2ccco2)cc1	-0.2	-19	5	-25	5	1	-0.7	-2	-8
Cc1nc(S/C(=C\c2ccc(OCc3ccccc3Cl)cc2)C(=O)O)n[nH]1	1.6	-22	6	16	21	-1	0.5	14	5
CCn1c(-c2cccc(S(=O)(=O)N3CCCC3)c2)n[nH]c1=S	0.7	-20	6	28	-1	x	0.5	-2	1
COCCCn1c(SCC(=O)NC(C)C)nnc1-c1ccccc1	1.8	36&11	17&9	1	0	-4	0.7	-7	-7
C#CCn1c(=NC(=O)c2ccco2)sc2cccc(Cl)c21	-2.2	5	8	-57	0	x	0.0	4	-9
CC(=O)N=C1SC2CS(=O)(=O)CC2N1c1cccc(Cl)c1Cl (centres undefined)	1.6	9	19	0	3	5	0.0	-7	0[fluorescence artefact?]
Cc1ccc(-n2cnnn2)c2cccnc12	0.0	25	9	-4	-25	0	-0.1	18	-4
CCN(CC)CCN(C(=O)c1ccc([N+](=O)[O-])cc1)c1nc2ccc(OC)cc2s1	0.1	26	9	-3	-10	5	0.3	9	-2
CC(C)C[C@H](NC(=O)[C@@H]1Cc2ccccc2CN1C(=O)OC(C)(C)C)C(=O)NCC1CCC(C(=O)O)CC1 (some centres undefined)	0.4	12	3	4	16	x	0.4	27	3
CCOc1ccccc1N(C(C)=O)S(=O)(=O)c1ccc(Cl)cc1	-1.4	33	11	5	14	2	2.2	15	-13
COc1ccc2c(c1)CCc1c(C(=O)NCc3ccc(F)cc3)noc1-2	0.5	-9	12	1	14	10	0.0	47	2
CCN(c1ccccc1)S(=O)(=O)c1ccc(N)c(OC)c1	-1.3	16	x	-5	8	-1	1.0	-2	-9
COCCn1nnnc1CN1CCSCC1	0.5	-2	-2	2	0	-9	-0.3	-4	8
Cc1cccc(-n2c(=O)cc(N3CCN(c4ccc(F)cc4)CC3)[nH]c2=O)c1	0.1	-36	10	-14	-4	5	0.1	-11	-4
COc1ccc(Cl)cc1NC(=O)CN(C)CC(=O)Nc1ccccc1C(F)(F)F	-1.5	29	11	-3	24	12	-0.4	6	-17
CC(=O)OCc1nc2sc(C)c(C)c2c(=O)[nH]1	2.2	32	20	-19	11	3	0.8	3	-3
O=C(Cn1cc2c(n1)CCCC2)NCc1cccc(Cl)c1	0.2	-2	5	-5	4	5	-0.1	24	-1[fluorescence artefact?]
Cc1c(O)c(CN(C)C)cc2c1oc(=O)c1ccccc12	0.0	12	5	84*	9	x	0.2	23	-1
CCN(Cc1ccccc1)S(=O)(=O)c1ccc(OC)c2ncccc12	-1.5	18	9	19	12	x	-1.3	21	3
O=c1[nH]c(/C=C/c2ccc3c(c2)OCO3)c([N+](=O)[O-])c(=O)[nH]1	0.0	27	10	10	27	5	1.1	4	-19
O=C(CCc1nnc(COc2ccccc2)o1)NCc1ccccc1C(F)(F)F	-2.3	-15	14	-3	-2	4	1.3	6	-5
CCNC(=O)CSc1nnc(-c2ccc(OC)cc2)n1CC(C)C	0.6	34	5	-2	2	1	0.5	43	-5[fluorescence artefact?]
O=C(c1cccc(Cl)c1)N1CCN(Cc2c[nH]c3ccccc23)CC1	1.6	-46	10	25	-10	1	1.2	0	3
COc1cccc(NC(=O)CNC(=O)c2ccc(F)cc2)c1	-1.7	5	8	9	22	8	0.1	-19	2[fluorescence artefact?]
CC1CCCN(C(=S)Nc2ccc(Nc3ccccc3)cc2)C1 (centres undefined)	-0.1	-40	5	11	6	-7	0.7	-7	-9
CNC(=S)N/N=C/c1ccc(-c2ccc(Cl)c([N+](=O)[O-])c2)o1	0.1	-14	10	-11	-4	5	0.7	-34	1
Cc1ccccc1C1CC(c2ccc(Br)cc2)Nc2nc(N)nn21 (centres undefined)	10	-20	10	1	x	-1	3.5	4	14
CC1CCCN(Cc2nc3c(c(=O)n(C)c(=O)n3C)n2Cc2c(F)cccc2Cl)C1 (centres undefined)	-1.5	41	9	-3	2	6	-0.2	51	1
O=C(CSCC(=O)OCC(=O)c1ccc(Br)cc1)Nc1cccc2ccccc12	-1.1	-20	3	9	-3	-3	-0.5	10	0
Cc1cc(C(=O)NNC(=S)Nc2ccccc2)nn1C	0.3	11	9	5	15	3	0.5	-26	-19
S=C(NCc1ccc(Cl)cc1)Nc1ccc(Cl)cc1Cl	1.4	6	3	-26	-2	-1	1.1	61	-3[fluorescence artefact?]
Cc1ccc(CN(N=Nc2nonc2N)c2nonc2N)c(C)c1	-0.8	35	6	21	x	1	-0.4	62	12
COc1ccc(-c2cn3c(C)c(C(=O)NCc4ccc5c(c4)OCO5)sc3n2)cc1	0.1	x	16	-17	x	-1	0.3	x	x
Cc1ccc(C(=O)NC2CC3CCCC(C2)N3C(=O)NC2CCCCC2)cc1 (centres undefined)	0.5	6&-31	5&9	6	-5	0	-0.8	41	-12
Cc1cc(C)cc(OCC(=O)Nc2nonc2NC(=O)COc2cc(C)cc(C)c2)c1	-2.1	4	4	3	6	0	1.1	-27	23
COC(=O)c1ccc(CNCC(=O)Nc2ccc(C(=O)OC)cc2)cc1	-0.9	-85	3	-9	28	10	0.6	20	30
CC1CCCCN1C(=O)CSCC(=O)Nc1nc(-c2cccs2)cs1 (centres undefined)	3.2	-5	9	1	0	0	2.2	6	7
CC1(C)CN(c2ccc(C(=O)c3ccccc3)cc2)C1=O	-0.2	24	5	11	7	0	-0.4	4	-9
C[N+]1(C)CCC(=C2c3ccccc3CC(=O)c3sccc32)CC1	-0.2	10	6	8	-2	9	-0.4	11	36[fluorescence artefact?]
O=C(COc1ccccc1)NCC1(N2CCCCC2)CCCCC1	0.0	-34	8	7	27	1	0.1	-3	-8

Single entries from the list.
CCNC(=O)CSc1nnc(-c2ccc(OC)cc2)n1CC(C)C in NPY1 pot ag is listed with -2
O=C(CSCC(=O)OCC(=O)c1ccc(Br)cc1)Nc1cccc2ccccc12 in NPY-Y1 antag is listed with -3

(list continues)
SMILES	zfTRPN1 agonist	EP2 mod	PGE2 EP2 inh	NPY1 pot ag	PPC-1+TRAIL kill	NPY-Y1 antag	TRPML3 agonist	CHOP inhibitor	14-3-3 Bad PPI
CCCCN(C)C(=O)CS(=O)(=O)Cc1nc(-c2cccc(OC)c2)oc1C	1.6	14	9	-12	19	-1	1.1	15	1[fluorescence artefact?]
COc1ccc(CCN2CC(C(=O)NCCc3ccc(C)cc3)CC2=O)cc1OC (centres undefined)	0.2	8	5	3	12	2	0.2	-5	-8
Cc1cccc(CSc2nc3c(c(-c4cccs4)c2C#N)CN(C)CC3)c1	1.5	1	5	-12	26	2	0.7	-18	6[fluorescence artefact?]
Cc1nn(-c2ccccc2)c(-c2ccccc2)c1C(=O)O	0.0	6	17	4	10	-3	0.4	8	-4
Cn1cc(CC(=O)Nc2cccc(C#N)c2)c2ccccc21	1.6	-16	15	16	19	-3	0.5	29	-9
CSc1ccccc1NC(=O)c1c(Br)cnn1C	0.1	-19	11	21	14	7	-0.9	27	-5[fluorescence artefact?]
CN(C)C(CNC(=O)c1ccc2nc[nH]c2c1)c1ccccc1 (centres undefined)	-0.5	-17	3	18	9	-2	0.8	-13	-3
O=C(NN1C(=O)C2C3C=CC([C@@H]2C1=O)C31CC1)c1ccccc1 (some centres undefined)	1.2	27	8	10	19	x	0.7	2	1
CCc1ccc(N2CC(C(=O)Nc3cc(C)on3)CC2=O)cc1 (centres undefined)	1.8	-19	6	1	3	5	1.0	-8	-7
COCCNC(=O)c1noc2c1CCc1cc(OC)ccc1-2	0.9	28	7	17	18	-4	0.7	-26	1
CCc1ccc2nc(SCC(=O)N3CCCCC3)c(C#N)cc2c1	-0.9	-5	x	-22	x	14	-1.5	8	12
COc1ccc(OC)c(/C=N/NC(=O)CCCC(=O)Nc2cccc(Br)c2)c1	-1.5	-64	10	12	21	-5	-0.9	17	-4
COc1cc(C=O)ccc1OS(=O)(=O)c1ccc(NC(C)=O)cc1	4.7	-70	10	-5	10	-2	1.9	-3	14
Cc1cccc(CSC2=NCCN2C(=O)c2ccc(Br)o2)c1	-0.5	27	16	-18	20	13	-0.6	20	-7
CSc1nc2ccsc2c(=O)n1-c1cccnc1	-0.9	4	8	-1	21	4	-1.9	5	-2
CCOC(=O)/C(C#N)=C/c1cccc(F)c1	-0.2	-22	5	9	13	5	0.5	-6	0
CCCC(=O)N1CCN(c2ccc(NC(=S)NC(=O)CC)cc2)CC1	0.7	-5	4	-7	-11	2	0.8	35	-6[fluorescence artefact?]
CCOC(=O)CSc1nnc(-c2cccs2)n1-c1ccccc1	0.4	15	13	-7	13	-2	0.0	26	-1
CCc1ccc(S(=O)(=O)Nc2ccc(C)c(NS(C)(=O)=O)c2)cc1	-0.3	11	4	18	17	x	0.0	16	1
CN(C(=O)c1ccccc1)C1(C)CCS(=O)(=O)C1 (centres undefined)	0.5	27	5	-20	2	-2	0.3	-13	3
O=C(CCN1C(=O)C2C3C=CC(C3)C2C1=O)N1CCN(c2ccc([N+](=O)[O-])cc2)CC1 (centres undefined)	3.3	-38	3	4	5	-6	2.1	-16	-9
C=CCn1c(SCC(=O)C(C)(C)C)nnc1-c1ccccn1	0.2	16	6	0	17	4	0.7	23	-3
Cc1cccc(C(=O)N/N=C/c2ccc[nH]2)c1	-0.1	-33	4	-15	7	2	-0.8	-21	-3[fluorescence artefact?]
c1ccc(-n2cnc3cc(NCc4ccco4)ccc32)cc1	0.5	-52	6	4	23	-4	-0.8	-6	2
FC(F)(F)c1cc(-c2ccccn2)nc2cc(-c3ccccc3)nn12	1.1	35	8	-12	13	x	-0.1	1	2
O=[N+]([O-])c1ccccc1/C=N/n1c(C(F)(F)F)n[nH]c1=S	0.3	22	6	12	0	-1	1.0	-7	4
COC(=O)[C@H](CCSC)NC(=O)NCCc1ccccc1F	-0.4	-47	6	1	9	2	0.1	-3	5[fluorescence artefact?]
Cc1cc(C)nc(N2CCC(C(=O)NCc3cccc(C(F)(F)F)c3)CC2)n1	-0.8	16&9	9&13	22	28	2	0.2	22	4
COc1ccc(C2NC(=O)NC(C)=C2[N+](=O)[O-])cc1OC (centres undefined)	0.5	11	3	0	1	x	0.9	4	4
